# ERG-DNA inh – qHTS for Small Molecule Inhibitors of the ERG Ets/DNA interaction; fluorescence polarization, His-ERG Ets domain / labelled DNA; hit rate 0.028% among 370,000; Transcriptional regulator ERG (Homo sapiens), P11308; Potency, µM (doses to about 76.9 µM), inactives show at the top dose FP activity, negative = inhibition, usual class: inhibitors; AID 624246, 2012; active = well fitted inhibition curve with a large enough effect in the polarisation, with a control signal flat; inconclusive = small, poorly fitted or top-dose-only effect, or effect the other way, or a change in a side signal; inactive = no such curve, though single readings can be large or run the other way; the % refers to the polarisation;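 also: polarization taken with two DNA probes labelled with fluorescein and Texas red; potency is read from the fitted curve at half-maximal effect; % of control where 0% means no effect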
# Target sequence (P11308 whole entry, looked up, the tested form may be a part): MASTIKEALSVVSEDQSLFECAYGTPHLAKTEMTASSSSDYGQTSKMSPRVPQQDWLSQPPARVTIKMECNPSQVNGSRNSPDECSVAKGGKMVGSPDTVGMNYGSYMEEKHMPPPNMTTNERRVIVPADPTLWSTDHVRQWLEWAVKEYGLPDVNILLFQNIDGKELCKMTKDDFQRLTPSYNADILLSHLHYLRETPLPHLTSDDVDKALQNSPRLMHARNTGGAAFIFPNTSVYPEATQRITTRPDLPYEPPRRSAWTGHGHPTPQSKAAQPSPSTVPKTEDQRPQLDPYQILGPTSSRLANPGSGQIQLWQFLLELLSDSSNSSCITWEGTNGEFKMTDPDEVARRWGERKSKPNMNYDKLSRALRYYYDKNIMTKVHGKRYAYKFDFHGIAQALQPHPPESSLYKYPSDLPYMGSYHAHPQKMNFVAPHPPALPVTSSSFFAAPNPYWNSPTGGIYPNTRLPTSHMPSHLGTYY
#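 His-tagged ERG Ets domain (1 uM in the protein solution; 300mM KCl, 50mM Tris-HCl, 1mM EDTA, 1mM DTT, pH 7.5) received compound, then a probe mix of 5 nM fluorescein-DNA and 100nM Texas-615-DNA. Fluorescence polarization was read for both dyes.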
# PI4K2A inh – qHTS for small molecular inhibitors of PI4K2A; Phosphatidylinositol 4-kinase type 2-alpha (Homo sapiens), Q9BTU6; purified PI4K2A, ADP-Glo luminescence, 1 h; active compounds read low; activity change, negative = inhibition, % at 76.9 µM; hit rate 0.13% among 420,000; AID 1346378, 2018; in the data active = activity change below about -50%; inconclusive = mostly about -30% to -49%;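 also: -100% = wells without enzyme as full effect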
# Target sequence (Q9BTU6 whole entry, looked up): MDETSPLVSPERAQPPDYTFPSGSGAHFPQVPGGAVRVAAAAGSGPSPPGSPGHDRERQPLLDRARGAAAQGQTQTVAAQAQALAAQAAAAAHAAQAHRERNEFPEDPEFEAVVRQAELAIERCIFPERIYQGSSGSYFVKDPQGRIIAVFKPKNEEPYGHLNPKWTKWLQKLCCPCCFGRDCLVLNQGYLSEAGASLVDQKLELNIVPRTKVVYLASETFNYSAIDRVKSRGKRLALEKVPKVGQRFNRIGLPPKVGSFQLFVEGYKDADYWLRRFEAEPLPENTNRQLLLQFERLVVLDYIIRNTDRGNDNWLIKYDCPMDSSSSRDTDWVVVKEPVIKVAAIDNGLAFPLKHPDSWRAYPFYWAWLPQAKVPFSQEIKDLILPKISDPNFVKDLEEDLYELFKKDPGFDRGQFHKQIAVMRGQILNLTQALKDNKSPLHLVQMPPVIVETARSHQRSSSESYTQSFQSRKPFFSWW
#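 In this quantitative HTS, ADP production by PI4K2A was quantified luminescently after 1 h at ambient temperature; 100 microM adenosine served as plate-quality control.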
# 12-LOX inh – Primary qHTS assay for inhibitors of human arachidonate 12S-lipoxygenase (ALOX12): Round 2; Potency, µM (titrated, usually from 108 µM), for inactives: at the highest dose activity change, negative = inhibition, most hits filed as inhibitors; Polyunsaturated fatty acid lipoxygenase ALOX12 (Homo sapiens), P18054; AID 1671190, 2021; purified 12hLO, xylenol orange hydroperoxide absorbance; hit rate 1.1% among 580,000; also: potency is read from the fitted curve at half-maximal effect; % is scaled to controls: 0 for no effect and ±100 for the full control effect
#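 Purified human 12hLO at 150 nM in 25 mM Hepes, 0.01% Triton X-100, pH 7.0, preincubated 15 min at room temperature with compound. Reaction started with 40 uM arachidonic acid, 30 min at room temperature. Hydroperoxide measured by Fe-xylenol orange, 573/405 nm absorbance ratio.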
# RGS4 inhibitor – Inhibitors of Regulator of G Protein Signaling (RGS) 4: qHTS; Regulator of G-protein signaling 4 (Homo sapiens), P49798; Transcreener GDP fluorescence polarization, RGS4-accelerated GTP hydrolysis; Potency, µM (titrated, usually from 114 µM), for the others: at the highest dose activity change, negative = inhibition, actives largely listed as inhibitors; hit rate 0.039% among 390,000; also: potency is read from the fitted curve at half-maximal effect; % is scaled to controls: 0 for no effect and ±100 for the full control effect; nearly all actives have a fitted effect of over 75% in size; some results filed as inactive show a strong effect at the top dose
#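 MLSMR compounds (23 nl, pin-transferred) preincubated 10 min at room temperature with a 500nM (2x) first reagent, then RGS4 at 900nM (2x) plus Transcreener GDP mix added; fluorescence polarization (620/688 nm) read before and after 90 min at 30 °C.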
# G9a block – qHTS Assay for Inhibitors of Histone Lysine Methyltransferase G9a | Histone-lysine N-methyltransferase EHMT2 (Homo sapiens), Q96KQ7 | G9a H3K9 monomethylation, AlphaScreen, 2 h | Potency, µM (series often up to 102 µM), inactives show at the highest dose activity, negative = inhibition, actives largely listed as inhibitors | hit rate 8.8% among 350,000 | AID 504332, 2011; also: potency is read from the fitted curve at half-maximal effect; % is scaled to controls: 0 for no effect and ±100 for the full control effect; nearly all actives have a fitted effect of over 75% in size
#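 G9a (20 nM) was preincubated 15 min with compound, then reacted 2 h at room temperature with 500 nM biotin-H3K9 peptide and 20 µM SAM. Monomethyl-H3K9 detected by AlphaScreen using anti-H3K9me1 antibody.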
# JMJD2A Tudor inh – qHTS Assay for Inhibitors of JMJD2A-Tudor Domain; Lysine-specific demethylase 4A (Homo sapiens), O75164; Potency, µM (titrated, usually from 114 µM), inactives show at the highest dose activity change, negative = inhibition, usual class: inhibitors; AlphaScreen JMJD2A-Tudor / H3K4me3 peptide binding; hit rate 4.4% among 390,000; also: potency is read from the fitted curve at half-maximal effect; % is scaled to controls: 0 for no effect and ±100 for the full control effect; nearly all actives have a fitted effect of over 50% in size
# BAZ2B block – qHTS Assay for Inhibitors of BAZ2B. Bromodomain adjacent to zinc finger domain protein 2B (Homo sapiens), Q9UIF8. AlphaScreen BAZ2B-H3K14Ac peptide displacement. hit rate 4.4% among 360,000. Potency, µM (titrated, usually from 114 µM), for inactives: at the top dose activity change, negative = inhibition, usual class: inhibitors. AID 504333, 2011; also: potency is read from the fitted curve at half-maximal effect; % is scaled to controls: 0 for no effect and ±100 for the full control effect; nearly all actives have a fitted effect of over 60% in size
#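 AlphaScreen displacement: compounds (up to 110uM) incubated 30 min at room temperature with a preformed 50 nM BAZ2B/50 nM biotinylated H3K14Ac peptide complex in PBS pH 7.4 with Tween-20. Donor and acceptor beads at 10 ug/mL final added, 20 min light-protected before reading.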
# GLS inhibitor – qHTS for Inhibitors of Glutaminase (GLS). Glutaminase kidney isoform, mitochondrial (Homo sapiens), O94925. GLS enzymatic activity, qHTS titration. Potency, µM (doses to about 45.5 µM), without a hit: at the top dose activity change, negative = inhibition, most hits filed as inhibitors. hit rate 0.21% among 410,000. AID 624170, 2012; also: potency is read from the fitted curve at half-maximal effect; % is scaled to controls: 0 for no effect and ±100 for the full control effect
#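 Glutamate formation by hKGA was monitored fluorometrically using coupled glutamate oxidase, HRP and Amplex Red. Substrate was added as 1 mM L-glutamine solution; incubation was 30 min at RT after an initial read.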
# HP1b chromo inh – HTS for Inhibitors of HP1-beta Chromodomain Interactions with Methylated Histone Tails. hit rate 0.56% among 390,000. AlphaScreen HP1-beta / biotin-H3K9me3 peptide binding. AID 540317, 2011. Potency, µM (top dose mostly 114 µM), for the others: at the top dose activity change, negative = inhibition, most hits filed as inhibitors; also: potency is read from the fitted curve at half-maximal effect; nearly all actives have a fitted effect of over 70% in size; inactives centre near 23
#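 AlphaScreen: HP1-beta (50 nM) preformed 30 min with biotin-H3(1-18)K9me3 peptide (50 nM) in PBS pH 7.4, 0.01% Tween-20. Compound added for 30 min at RT, then streptavidin donor/nickel chelate acceptor beads (10 ug/mL) for 30 min.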
# * hit, by the source's call; ? = inconclusive; . = not tested or not shown; & = joins results of further samples; [ ] = another dose, or the depositor's remark. Unless noted, calls follow the shape of the dose curve; as a rule, active = well fitted curve in the direction sought with a large enough effect; inconclusive = small, poorly fitted or top-dose-only effect, or another doubt; inactive = no such curve, though single readings can be large; an effect the other way counts as inactive or inconclusive.
SMILES,ERG-DNA inh,PI4K2A inh,12-LOX inh,RGS4 inhibitor,G9a block,JMJD2A Tudor inh,BAZ2B block,GLS inhibitor,HP1b chromo inh
CC(O)C(NS(=O)(=O)c1ccc(Cl)cc1)C(=O)OCC(=O)N1CCN(c2ccccc2)CC1 (stereo unspecified),7%,-4,?,-21%,24%[59 µM],-19%,-4%,0%,16%
CCC(C)NC(=O)CN1C(=O)NC2(CCc3ccccc3C2)C1=O (stereo unspecified),3%,5,10%,18%,-10%,-7%,-14%,7%,27%
COc1cc(C)c(NC(=O)COc2ccc3c(c2)OCO3)cc1C,9%,-1,-20%,5%,1%,-12%,-2%,-5%,15%
CCOC(=O)N1CCc2c(sc(NC(=O)CN3CCOCC3)c2C#N)C1,2%,2,136%[activator],-26%,.,-14%,-1%,8%,14%
CCOC(=O)C1=C(C)NC(=O)C(C#N)C1c1ccncc1 (stereo unspecified),-22%,3,0%,-1%,7%,-7%,-2%,2%,17%
CS(=O)(=O)NCCSCc1ccccc1,4%,-8,54%[activator],-22%,-24%[59 µM],-25%,-28%,1%,4%
CN(c1ccc(C(=O)Nc2ccc3c(c2)OCCO3)cc1)S(C)(=O)=O,.,-12,7%,21%,7%[59 µM],-6%,8%,3%,-3%
O=C(NCCCCc1ccccc1)C1CC(c2cccc(F)c2)=NO1 (stereo unspecified),-3%,-3,-26%,6%,18%[12.7 µM],16%,15%,5%,58%[activator]
Cc1ccc(CNC(=O)c2ccccc2NC(=O)CN2CC(C)OC(C)C2)cc1 (stereo unspecified),3%,3,14%,8%,18%,-6%,1%,3%,15%
COc1ccccc1C(=O)OCCCN=C1NS(=O)(=O)c2ccccc21,0%,0,?,11%,3%,-8%,-1%,2%,-8%
O=S(=O)(c1ccc(NC(=S)NCc2ccc(F)cc2)cc1)N1CCOCC1,-5%,1,?,-29%,.,-10%,-16%,3%,28%
CCOC(=O)C(C(=O)OCC)=C1OC(=O)c2ccccc21,-1%,-1,0%,-17%,25%[59 µM],?,4%,44%[activator],25%

# Single entries from above.
# For GLS inhibitor, COc1cc(C)c(NC(=O)COc2ccc3c(c2)OCO3)cc1C has -5%
# For BAZ2B block, O=S(=O)(c1ccc(NC(=S)NCc2ccc(F)cc2)cc1)N1CCOCC1 has -16%

# (cont.)
SMILES,ERG-DNA inh,PI4K2A inh,12-LOX inh,RGS4 inhibitor,G9a block,JMJD2A Tudor inh,BAZ2B block,GLS inhibitor,HP1b chromo inh
COc1ccc(S(=O)(=O)N2CCOCC2)cc1NC(=O)CSc1ncnc2ccccc12,4%,0,-2%,8%,0%,0%,.,1%,46%[activator]
COc1ccc(S(=O)(=O)N2CCC(C(=O)NC3CCCCC3)CC2)cc1C,-5%,0,20%,8%,11%,6%,5%,4%,32%
COc1ccc(OC)c(NC(=O)Cn2c(=O)n(Cc3nc(C)no3)c(=O)c3ccccc32)c1,-1%,1,5%,26%,-9%[59 µM],-7%,-7%,0%,21%
O=[N+]([O-])c1ccc(N2CCN(Cc3ccccc3)CC2)nc1,5%,0,-13%,-12%,?,-25%,?,0%,3%
COc1cc(/C=C/C(=O)c2ccc(C)cc2)ccc1OCC#N,.,13,-26%,?,?,-28%,-28%,8%,6%
Cc1cc(-c2csc(NC(=O)c3ccc(C#N)cc3)n2)c(C)n1Cc1ccccc1,6%,-4,-8%,-38%,45µM*,-26%,8%,?,29%
Cc1cc([N+](=O)[O-])nn1CC(=O)NCCc1c[nH]c2ccccc12,-8%,1,4%,24%,-5%[12.7 µM],-12%,-17%,-6%,12%
CCCCCCn1c(CN2CCN(C)CC2)nc2c1c(=O)n(C)c(=O)n2C,-3%,-1,20%&-9%,-11%,-42%[59 µM],-16%,5%,-4%,47%[activator]
CN(C)C(CNC(=O)c1cccs1)c1cccnc1 (stereo unspecified),0%,-5,16%,-17%,-5%,-8%,8%,0%,64%[activator]
COc1cc(NC(=O)C2CCN(S(=O)(=O)c3cnc[nH]3)CC2)cc(OC)c1OC,.,2,-5%,15%,-4%[12.7 µM],-15%,5%,8%,17%
CC(=O)/C(=N/Nc1cccc(C)c1)N1CCOCC1,10%,-7,?,-31%,0.63µM*,89µM*,?,11%,6%
CCCc1cc(=O)oc2cc(OCC(=O)N3CCc4ccccc43)ccc12,9%,4,15%&2%,-8%,21%,7%,5%,0%,36%
O=C(NCc1ccco1)c1nc(-c2ccccc2)n(-c2ccccc2)n1,-1%,-3,?,9%[56.9 µM],-1%[59 µM],-9%[57.1 µM],8%,0%,15%
COC(=O)CNC(=O)CNC(=O)c1nn(-c2ccc(OC)c(OC)c2)c(=O)c2ccccc12,18%,4,0%,38%,10%,-6%,3%,0%,26%
Cc1cccc(N2CCN(C(=O)c3ccc4c(Cl)c5c(nc4c3)CCCC5)CC2C)c1 (stereo unspecified),3%,2,-22%,-2%,?,?,?,5%,-15%
CSc1nc2ncc3c(n2n1)CC(C)(C)CC3=O,-2%,1,-11%,9%,15%[59 µM],-1%,0%,-4%,30%
Cc1cc(NC(=O)CSc2nc(C3CC3)nc3sc4c(c23)CCC(C)C4)no1 (stereo unspecified),.,0,.,1%,.,-7%,.,-12%,23%
CCCc1cc(=O)[nH]c(SCc2ccccc2)n1,-3%,1,33%[activator],20%,-24%[12.7 µM],-6%,0%,11%,22%
Cc1nn(C)cc1/C=N/NC(=O)C1(O)c2ccccc2-c2ccccc21,-1%,-1,12%,-9%,0%[59 µM],-14%,1%,3%,2%
COc1ccc(C(CC(=O)O)NC(=O)c2ccco2)cc1OC (stereo unspecified),4%,11,?,-48%,-3%,-3%,-26%,-22%,34%
Oc1cccc(/C=N/N2CCN(C3c4ccccc4-c4ccccc43)CC2)c1,-5%,2,-16%,-17%,?,40µM*,?,0%,?
Cc1ccc(NC(=S)NNC(=S)NC2CCCCC2)cc1,1%,0,?,?,?,?,-14%,?,-14%
Cc1ccc(CCNS(=O)(=O)c2ccc3c(c2)NC(=O)CCS3)cc1,-2%,9,-5%,20%,.,-20%,-12%,-3%,2%[57 µM]
O=S(=O)(NCCCCNS(=O)(=O)c1ccc(F)cc1)c1ccc(F)cc1,-4%,3,66%[activator],-23%,.,13%,.,9%,19%

# Results in RGS4 inhibitor and ERG-DNA inh (3 entries from above):
Structure | RGS4 inhibitor | ERG-DNA inh
CSc1nc2ncc3c(n2n1)CC(C)(C)CC3=O | 9% | -2%
Cc1ccc(NC(=S)NNC(=S)NC2CCCCC2)cc1 | ? | 1%
Cc1cc(NC(=O)CSc2nc(C3CC3)nc3sc4c(c23)CCC(C)C4)no1 (stereo unspecified) | 1% | .

# Entries listed above shown as hits in G9a block.
SMILES,ERG-DNA inh,PI4K2A inh,12-LOX inh,RGS4 inhibitor,G9a block,JMJD2A Tudor inh,BAZ2B block,GLS inhibitor,HP1b chromo inh
Cc1cc(-c2csc(NC(=O)c3ccc(C#N)cc3)n2)c(C)n1Cc1ccccc1,6%,-4,-8%,-38%,45µM*,-26%,8%,?,29%
CC(=O)/C(=N/Nc1cccc(C)c1)N1CCOCC1,10%,-7,?,-31%,0.63µM*,89µM*,?,11%,6%

# (cont.)
SMILES,ERG-DNA inh,PI4K2A inh,12-LOX inh,RGS4 inhibitor,G9a block,JMJD2A Tudor inh,BAZ2B block,GLS inhibitor,HP1b chromo inh
COc1ccc(CCNC(=O)C(=O)NCC2CCCN2S(=O)(=O)c2ccccc2)cc1 (stereo unspecified),18%,-5,-3%,11%,0%[0.501 µM],-10%,19%,5%,-5%
CCN(CC(=O)NCc1cccs1)C(=O)c1cccc(S(=O)(=O)N(CC)c2ccccc2)c1,10%,1,22%&19%,3%,.,-17%,.,5%,16%
OCC1CCN(Cc2cn(Cc3ccccc3)nc2-c2cc3ccccc3o2)CC1,1%,2,?,1%,-1%,-12%,-26%,9%,7%
NS(=O)(=O)c1ccc(CNC(=O)/C=C/c2c(F)cccc2Cl)cc1,-2%,2,64%[activator],5%[56.9 µM],-5%,?,-16%,-12%,37%[activator]
O=C(CN(Cc1ccc(F)cc1)S(=O)(=O)c1ccc(S(=O)(=O)N2CCOCC2)cc1)Nc1ccccc1,18%,1,-3%,-8%,3%[59 µM],-7%,-2%,-3%,42%[activator]

# Bioassay records: PubChem BioAssay, National Center for Advancing Translational Sciences (NCATS)

# This is a subset (hit frequency here may not be typical).
